Assay outcomes as filed in PubChem.
m5-HT2A agonist – mouse HTR2A agonism via beta-arrestin recruitment | P35363 | CHO-K1 mHTR2A beta-arrestin complementation, luminescence; percent of 30 µM serotonin response | activation, % at 7.6 µM | 360,000 compounds, 0.66% hits | AID 624169;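 active = activation above a run cutoff, the mean activation of all tested compounds plus 3 SD, cut at about 14% in these data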;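 note: 0% = plate median of compound wells and 100% = 30 µM serotonin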
Cardio protect – myocardial damage modulation in H9c2 cells; 360,000 compounds, 0.63% hits; H9c2 cardiomyocytes, H2O2 injury protection, ATPLite, 2 h; protection from H2O2 cell death, % at 20 µM;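 active = compounds giving at least 50% protection of heart cells from peroxide-induced death in the single-dose screen, raw or plate-pattern-corrected value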;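 note: 0% = DMSO wells with peroxide and 100% = DMSO wells without peroxide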
NR2E3 ag-1 – activates human NR2E3 receptor. 360,000 compounds, 0.35% hits. Q9Y5X4. CHO-S Gal4-NCOR/VP16-NR2E3 two-hybrid, luciferase. AID 602229. inhibition of corepressor binding, % at 3.98 µM;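 active = inhibition above the mean of all tested compounds plus 3 SD, cut at about 70% in these data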;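 note: 0% = DMSO with NR2E3 transfected cells and 100% = cells lacking NR2E3 construct; higher means lower luciferase signal from less NR2E3 corepressor binding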
Target sequence (Q9Y5X4 whole entry, looked up, the tested form may be a part): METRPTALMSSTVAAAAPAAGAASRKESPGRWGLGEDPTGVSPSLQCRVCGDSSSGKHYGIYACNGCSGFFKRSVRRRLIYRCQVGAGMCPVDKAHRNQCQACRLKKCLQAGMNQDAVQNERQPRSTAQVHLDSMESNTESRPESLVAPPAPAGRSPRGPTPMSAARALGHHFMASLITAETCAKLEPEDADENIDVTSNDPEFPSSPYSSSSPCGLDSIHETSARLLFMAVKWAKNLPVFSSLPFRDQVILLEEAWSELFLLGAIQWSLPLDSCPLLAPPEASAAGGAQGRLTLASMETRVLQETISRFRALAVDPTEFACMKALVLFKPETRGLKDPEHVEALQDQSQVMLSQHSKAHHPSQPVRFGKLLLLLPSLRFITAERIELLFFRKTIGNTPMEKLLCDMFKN
Shn3 inh set2 – reduces Shn3 3'UTR luciferase signal in osteoblasts. Clone20 osteoblast Shn3 3'UTR firefly luciferase, 24 h. inhibition, % at 12.5 µM. 360,000 compounds, 0.52% hits;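 active = mean inhibition of at least 75% with every replicate also reaching 75%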;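 note: 0% = median of neutral control wells and 100% = pilot-screen positive control compound; some compounds past the cut are filed as inactive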
Peg3 promoter – inhibitors of Peg3 promoter | HeLa PEG-Prom luciferase reporter, luminescence, overnight | inhibition, % at 20 µM | 360,000 compounds, 1.7% hits;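 active = inhibition of at least 50% at 20 µM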
HIF-2a block – inhibitors of HIF-2a. 786-0 RCC cells HIF-2a reporter, luciferase luminescence, overnight. inhibition, % at 18.8 µM. 360,000 compounds, 0.72% hits. AID 624352;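 active = inhibition of the luminescence signal of 40% or more relative to plate controls, in a single-dose primary screen at 18.75 µM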
CaV13 FRET inh – Primary screen for inhibitors of IQ motif and Ca2+-dependent inactivation inhibitor domain binding in CACNA1D, Förster resonance energy transfer in living cells, …. inhibition, % at 12.3 µM. 340,000 compounds, 0.098% hits. AID 743397. HEK cells, CFP/YFP FRET ICDI-IQ, plate reader, 10 min; percent FRET-ratio fall versus neutral wells;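 active = mean replicate inhibition of at least 30% and at least 1% of replicates passing that level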;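 note: 0% = median of the neutral control wells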
TRPM1 prom inh – reduces MITF-dependent TRPM1 promoter luciferase signal | 330,000 compounds, 0.83% hits | inhibition, % at 12.5 µM | SK-MEL-5 TRPM1 promoter luciferase, 24 h;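 active = mean inhibition across replicates of 60% or more, whatever share of single replicates reaches that level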; note: values of inactives mirror those of a sister screen read the other way
hiPSC survival – enhancers of human iPSC single-cell survival; survival enhancement, % at 20 µM; 360,000 compounds, 0.044% hits; hiPSC single-cell survival, ATPlite luminescence; 100% = ROCK inhibitor wells, 0% = DMSO; in the data active = survival enhancement above about 18%;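 note: cells exposed to compounds for 16 hours before the ATP read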
NR2E3 ag-2 – activates human photoreceptor nuclear receptor NR2E3. AID 2300. 320,000 compounds, 0.12% hits. inhibition of corepressor binding, % at 4.78 µM. Q9Y5X4. GST-NR2E3/biotin-RetCOR TR-FRET, 1536-well;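 active = percent inhibition above the cutoff of mean plus 3 SD of all tested compounds, set per screening campaign, cut at about 20% in these data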;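 note: 0% = DMSO wells and 100% = biotin wells as full block of FRET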
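System: GST-tagged NR2E3 plus biotinylated RetCOR corepressor; Buffer or medium: pH 7.5 Tris-based buffer; Probe or stimulus: RetCOR corepressor, biotinylated, 7 nM; Doses: compound at 4.8 µM, single dose; Schedule: 5 h incubation at 4 °C; Technique: time-resolved FRET; Evaluation: percent inhibition of TR-FRET ratio; Replication: one well per compound, singlicate testing.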
PDI turbidity – PDI (human) enzyme inhibition; inhibition, % at 10 µM; PDI insulin aggregation turbidity, A650, 90 min; AID 588391; P07237; 350,000 compounds, 0.052% hits;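 active = mean inhibition across replicates of 30% or more, whatever share of single replicates reach that level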;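 note: absorbance from insulin aggregation driven by PDI reduction with DTT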
Target sequence (P07237 whole entry, looked up): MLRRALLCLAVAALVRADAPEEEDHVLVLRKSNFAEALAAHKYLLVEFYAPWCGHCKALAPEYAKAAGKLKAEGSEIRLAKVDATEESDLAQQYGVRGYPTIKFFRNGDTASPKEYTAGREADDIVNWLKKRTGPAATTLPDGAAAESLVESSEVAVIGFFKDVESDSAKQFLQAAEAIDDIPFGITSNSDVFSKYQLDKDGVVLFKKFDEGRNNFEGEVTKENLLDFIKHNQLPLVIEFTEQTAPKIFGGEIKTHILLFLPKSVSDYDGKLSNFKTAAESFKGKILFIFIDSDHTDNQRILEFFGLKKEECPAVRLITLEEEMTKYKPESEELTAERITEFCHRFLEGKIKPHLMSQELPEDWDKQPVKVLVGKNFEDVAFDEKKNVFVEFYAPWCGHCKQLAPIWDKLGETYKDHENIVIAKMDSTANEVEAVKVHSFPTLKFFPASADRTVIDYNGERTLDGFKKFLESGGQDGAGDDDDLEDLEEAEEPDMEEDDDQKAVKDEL
Starred values were filed as active, the others as inactive; x = no result given. Random draw from the library; overall some 3.9% were active at least once.

SMILES	m5-HT2A agonist	Cardio protect	NR2E3 ag-1	Shn3 inh set2	Peg3 promoter	HIF-2a block	CaV13 FRET inh	TRPM1 prom inh	hiPSC survival	NR2E3 ag-2	PDI turbidity
COC(=O)[C@]1(Sc2ccc(OC)cc2)CC(=O)N[C@@H]1c1ccccc1	-1.9	x	-11.6	x	x	0.1	-6.0	x	-0.4	x	x
CCOC(=O)C1=C(CC)Nc2ccccc2N/C1=N\S(=O)(=O)c1ccccc1OC	2.5	-4.9	28.2	-6.5	27.3	8.8	-5.8	-0.5	-4.1	2.4	2.6
CC(NCC(=O)NC(=O)NCCC1=CCCCC1)c1ccc(S(N)(=O)=O)cc1 (centres undefined)	2.8	0.1	-15.9	8.4	2.9	9.7	-2.3	1.9	2.0	x	12.2
O=C(NCCc1ccccn1)c1ccc(S(=O)(=O)N2CCCCCC2)cc1	-2.0	-0.9	10.0	14.7	8.3	4.6	-5.1	-5.1	-1.1	0.9	9.6
Cn1nnnc1SCC(=O)N1CCCc2ccccc21	2.8	-1.6	8.8	-5.1	9.0	1.3	-4.7	7.8	-1.9	1.2	-4.4
CN(C)c1cccc2c(C=C(C#N)C#N)ccc(N(C)C)c12	-1.9	19.9	11.4	-10.0	4.2	24.1	-16.5	12.3	-1.5	2.7	-1.0
COc1ccccc1CCNS(=O)(=O)CCNC(=O)c1ccccc1	10.7	-3.7	-3.9	1.7	8.7	10.0	-5.2	5.4	-0.6	-4.0	5.3
O=C1C=C(O)CC(c2ccco2)C1 (centres undefined)	-3.6	5.2	-7.1	-7.8	1.0	8.4	x	-1.0	1.3	7.7	-2.3
Cc1ccccc1-c1nnc(-c2cccc3ccccc23)o1	1.4	-15.1	-45.1	-62.2	-330.0	-263.1	-6.1	-35.4	-3.7	x	2.5
Cc1ccc(C(=O)O)c(C(=O)Nc2nc(C)cs2)c1	-0.6	7.0	-25.6	-3.0	14.3	15.3	-7.8	5.3	2.0	-6.4	15.1
C=CCOc1ccc(C2NC(=S)NC(c3ccccc3)=C2C(C)=O)cc1OC (centres undefined)	-2.9	3.5	-15.1	10.4	9.2	10.5	-4.7	-2.5	-0.8	-0.7	-5.2
Cc1ccc(NC(=O)CSc2nnnn2C2CCCC2)cc1S(=O)(=O)N1CCOCC1	1.5	-7.0	-12.6	78.2	11.2	-0.6	-2.8	6.0	0.0	0.1	2.8
COCc1nn2c(N)c(C#N)cnc2c1-c1ccccc1	2.4	-17.4	17.0	95.5*	11.0	-31.3	x	9.7	-2.3	2.6	-2.5
O=C(CSc1ccc(Cl)cc1)c1ccco1	4.5	11.1	-36.8	10.5	-40.4	-51.1	x	-1.3	0.7	5.9	-1.9
Cc1ccc(C(=O)Nc2ccccc2-c2ccccc2)cc1S(=O)(=O)Nc1cccc(C)c1C	5.3	-4.9	-25.4	38.1	9.1	6.5	-4.5	6.9	0.3	1.0	-2.3
O=C(CN1C(=O)CSc2ccc(S(=O)(=O)N3CCOCC3)cc21)NCc1ccc(F)cc1	2.4	0.5	-28.7	-22.6	10.5	6.5	-7.0	2.4	-0.6	2.4	-1.3
COc1ccccc1CC(=O)Nc1cccc2c1CCCC2	2.7	11.4	-4.6	-6.9	0.1	5.5	-2.4	-9.4	-0.5	-2.2	15.5
O=C(CCNC(=O)c1ccccc1Cl)Nc1ccc2c(c1)OCO2	-4.6	4.8	-12.4	-9.3	-1.3	6.1	-5.6	-8.1	2.2	-1.8	21.3
C/C(N)=C(/C#N)C(=O)CSc1nnnn1-c1ccc(C)cc1C	1.4	-10.6	6.7	54.9	-51.5	-62.5	-3.3	11.6	3.0	1.9	1.9
C=CC[C@@H](CC(=O)N(CCO)Cc1ccccc1)C(=O)N[C@H](COC(=O)[C@H](CC=C)CC(=O)OC(C)(C)C)Cc1c[nH]c2ccccc12	-4.3	-1.9	-16.9	9.3	30.4	-11.8	-5.5	24.4	-1.6	x	29.9
Cc1cccc(CS(=O)(=O)Cc2ccc(C(=O)NCCc3ccccc3)o2)c1	-4.2	3.3	-6.3	5.9	3.0	-0.4	-6.0	14.4	2.0	-0.7	4.9
COc1ccc(Cl)cc1NC(=O)CN(C)S(=O)(=O)c1cccs1	-0.2	-0.2	-1.4	9.8	11.8	2.3	-7.0	9.8	0.6	-2.3	0.3
CCOC(=O)c1c[nH]c2c3c(ccc2c1=O)CCCC3	3.0	-4.0	-14.4	-14.3	-81.1	-94.1	-7.9	-21.8	-0.6	-1.2	8.7
COc1ccc(-c2nc(CS(=O)(=O)CC(=O)NC3CCC(C)CC3)c(C)o2)cc1 (centres undefined)	1.1	-4.0	-5.2	12.8	4.2	-12.7	-3.2	15.5	-0.4	3.3	-11.8
COc1cc(NS(=O)(=O)c2ccc(NC(=S)NC(=O)c3ccc(Br)cc3)cc2)ncn1	-4.0	0.9	-44.1	5.9	3.3	14.7	-2.1	4.2	-0.6	-0.7	-2.9
CC(=O)Nc1ccc(S(=O)(=O)N(C)CC(=O)OCC(=O)N2CC(C)OC(C)C2)cc1 (centres undefined)	7.1	-0.5	-24.4	-4.8	14.9	5.8	x	8.3	0.0	4.2	11.3
COc1ccc(C(=O)Nc2ccc(Cn3ccnc3)cc2)cc1OC	1.9	0.1	-39.5	12.1	-74.9	-123.2	-2.3	-32.9	1.7	2.1	10.1
COc1ccc(CNC(=O)c2cc(=O)c3cc(C)c(C)cc3o2)cc1	-0.4	-0.8	-2.3	-1.5	9.5	12.6	-15.7	1.7	-0.1	1.7	0.2
CCCC(=O)Nc1sc(C)c(-c2ccc(C(C)CC)cc2)c1C#N (centres undefined)	-1.2	-6.9	-2.6	-3.7	5.4	16.9	-7.6	8.7	-1.5	0.8	2.7
CCc1nc2ccccc2c(=O)n1NC(=O)c1c(O)c2ccccc2[nH]c1=O	1.7	9.4	-22.6	5.3	26.3	16.2	-3.2	13.1	2.2	-0.6	-7.6
COC(=O)c1ccccc1NC(=O)CN1CCN(Cc2ccccc2)CC1	-5.5	-2.9	-17.5	17.0	-0.9	13.6	-2.5	9.2	0.2	1.4	-0.6
CC(C)(C)c1ccc(NC(=O)CCNC(=O)c2ccco2)cc1	0.6	-6.9	-5.2	-21.3	-7.9	-47.9	-2.8	-7.1	-0.3	-3.7	1.2
CCOc1ccccc1N(C(=O)Nc1ccc(Cl)cc1)C1=NCCS1	-1.8	1.5	-10.7	8.4	-9.1	-58.8	6.6	-1.9	2.2	3.1	10.7
Nc1ncc([N+](=O)[O-])c(Oc2ccccc2F)n1	-4.9	2.9	-9.5	10.3	11.0	20.3	-0.9	-4.0	-0.3	0.0	-4.6
O=C(Nc1nnc(C2CC2)s1)C1CCCCC1	2.2	7.2	-9.7	-11.3	-66.8	-107.1	-2.6	-48.9	0.6	3.8	-16.9
O=C1CSC(c2cccc(F)c2)N1c1c(F)cccc1F (centres undefined)	2.4	0.8	-18.3	14.1	9.2	11.2	-20.0	11.8	-0.3	-1.1	13.6
C/C(=N/N=C1/NC(=O)CC(C(=O)Nc2ccccc2)S1)c1cccs1 (centres undefined)	5.3	-6.9	-13.6	-0.7	9.8	11.7	-8.6	-13.7	1.0	4.8	8.5
COC(=O)CN1C(=O)COc2ccc(S(=O)(=O)N3CCCCCC3)cc21	0.0	0.5	5.8	11.7	3.8	17.7	-2.2	2.0	-0.1	-1.6	6.3
Cn1c(-c2c(N)n(CCc3ccccc3)c3nc4ccccc4nc23)nc2ccccc21	-4.2	-3.5	-35.0	-6.2	20.9	2.2	8.6	4.4	-0.9	1.2	-4.3
COc1ccccc1N1CCN(Cc2cc3c(cc2Br)OCCO3)CC1	-5.8	-1.4	-35.8	0.5	30.8	4.8	-2.1	7.1	-0.9	3.8	0.3

Two neighbouring entries out of the list so far, quoted:
SMILES	m5-HT2A agonist	Cardio protect	NR2E3 ag-1	Shn3 inh set2	Peg3 promoter	HIF-2a block	CaV13 FRET inh	TRPM1 prom inh	hiPSC survival	NR2E3 ag-2	PDI turbidity
Cc1cccc(CS(=O)(=O)Cc2ccc(C(=O)NCCc3ccccc3)o2)c1	-4.2	3.3	-6.3	5.9	3.0	-0.4	-6.0	14.4	2.0	-0.7	4.9
COc1ccc(Cl)cc1NC(=O)CN(C)S(=O)(=O)c1cccs1	-0.2	-0.2	-1.4	9.8	11.8	2.3	-7.0	9.8	0.6	-2.3	0.3

More compounds
SMILES	m5-HT2A agonist	Cardio protect	NR2E3 ag-1	Shn3 inh set2	Peg3 promoter	HIF-2a block	CaV13 FRET inh	TRPM1 prom inh	hiPSC survival	NR2E3 ag-2	PDI turbidity
Cc1c(NC(=O)CSc2ncccn2)c(=O)n(-c2ccccc2)n1C	0.9	21.4	2.4	-23.6	17.0	16.9	-2.3	6.7	0.1	4.3	4.1
OC(c1ccc(Cl)cc1)c1ncc(-c2cccc(F)c2)[nH]1 (centres undefined)	2.2	-13.9	23.7	-0.4	-12.7	-31.8	-6.2	x	-1.3	x	7.0
Cc1cc(F)cc(-c2cc(C(=O)NCc3ccc(C(F)(F)F)cc3)[nH]n2)c1	-5.8	-5.6	-40.3	-2.2	8.2	-8.3	-4.6	x	0.3	x	2.9
COc1cc(/C=C2\CCCc3c2nc2ccccc2c3C(=O)O)cc([N+](=O)[O-])c1O	1.5	-1.1	-5.1	-17.4	-13.0	4.4	-5.1	x	-0.3	-6.4	-15.0
Cc1cc(NC(=O)c2oc3ccccc3c2C)ccc1-n1cnnn1	-0.6	18.9	-21.1	-9.9	-95.5	-273.1	-9.7	-22.7	-0.8	-0.5	3.8
O=C(/C=C/c1cccs1)Nc1sc2c(c1C(=O)O)CCCC2	-4.7	-3.6	-74.3	-2.0	-122.0	-192.9	-2.1	5.6	-0.2	1.8	2.3
CSc1ccccc1C(=O)N1CCN(S(=O)(=O)c2sc(C(=O)O)c(C)c2C(=O)O)CC1	-0.3	7.4	7.0	-10.8	12.8	-3.7	-5.3	-2.9	1.2	-0.1	-6.9
NCCCN1CCOCC1	-3.2	0.2	-7.7	-16.4	12.7	1.0	-8.0	-2.5	-2.9	-0.8	-2.1
COC(=O)c1[nH]c2cc(OC)ccc2c1NC(=O)c1ccc2c(c1)OCO2	-2.0	6.4	-34.0	10.8	5.0	-1.6	-3.3	0.5	0.8	0.0	-3.6
CCn1c(C)cc2c(c1=O)C(c1ccccc1)C(C(=O)OC)=C(N)O2 (centres undefined)	-1.6	1.4	-17.5	10.6	0.1	4.9	-3.2	18.0	-1.7	8.9	4.5
CC(=O)Nc1ccc(NC(=O)c2cc(-c3ccc(F)cc3C)n[nH]2)cc1	-10.0	-6.4	8.4	-68.0	-337.4	-239.3	-10.0	x	0.2	x	4.9
CN(CCNC(=O)c1ccc(CS(=O)(=O)c2ccc(Br)cc2)o1)CCc1ccccc1	1.5	2.6	-11.3	-6.9	2.6	3.0	-2.5	1.0	-0.2	-0.5	-1.2
